Bioassay records from PubChem BioAssay.
HT1080-NT tox – qHTS for induction of synthetic lethality in tumor cells producing 2HG: qHTS for the HT-1080-NT fibrosarcoma cell line; HT-1080-NT fibrosarcoma viability, CellTiter-Glo ATP luminescence, 48 h; Potency, µM (series often up to 46.1 µM), for the others: at the highest dose activity, negative = less viability, actives largely listed as cytotoxic; 1.6% of 360,000 active;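 further: NT is the 2HG producing partner of a matched IDH1 knockdown line; potency means the concentration at half of the fitted maximal effect; 0% = DMSO-treated cells and -100% = media-only wells without cells; nearly all actives have a fitted effect of over 55% in size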
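HT-1080-NT; 750 cells/well; 5% FBS RPMI; 48 h compound, 37 degrees C; CellTiter-Glo luminescence; curve fitting and curve-class assignment.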
HT1080 IDH1KD tx – qHTS for induction of synthetic lethality in tumor cells producing 2HG: qHTS for the HT-1080-IDH1KD cell line | 2% of 360,000 active | HT-1080 IDH1 knockdown viability, ATP luminescence, 48 h | AID 686971, 2013 | Potency, µM (series often up to 46.1 µM), without a hit: at the top dose activity, negative = toxicity, most hits filed as cytotoxic;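 further: potency means the concentration at half of the fitted maximal effect; 0% = DMSO wells and -100% = cell-free medium wells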
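HT-1080-IDH1KD cells (IDH1 knocked down), 750/well in RPMI with 5% FBS, treated with compound 48 h at 37 degrees C. Viability by CellTiter-Glo luminescence, normalised to DMSO and no-cell wells; concentration-response curves classed.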
KB-3-1 cytotox – qHTS assay for MDR1-selective chemotherapeutics: Primary screen using the parental adenocarcinoma cell KB-3-1 | 1.4% of 400,000 active | KB-3-1 viability, CellTiter-Glo ATP luminescence, 72 h | Potency, µM (series often up to 46.1 µM), for inactives: top-dose activity change, negative = cytotoxic, usual class: cytotoxic | AID 1347075, 2019; further: potency means the concentration at half of the fitted maximal effect; on the % scale 0 is the no-effect control and ±100 the full control effect; nearly all actives have a fitted effect of over 60% in size
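Parental KB-3-1 viability, qHTS format: 72 h compound exposure, 37 °C; CellTiter-Glo; media-only wells and DMSO plates as controls; concentration-effect fits on corrected data.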
GLP1R ag – qHTS of GLP-1 Receptor Agonists; Glucagon-like peptide 1 receptor (Homo sapiens), P43220; HEK293 GLP-1R CRE-luciferase, luminescence, 4-6 h; cells express a hypersensitive GLP-1R form; Potency, µM (top dose mostly 45.6 µM), inactives show at the highest dose activation, most hits filed as activators; 0.007% of 380,000 active; AID 624172, 2012; further: potency means the concentration at half of the fitted maximal effect; % of control where 0% means no effect
Target sequence (P43220 whole entry, looked up): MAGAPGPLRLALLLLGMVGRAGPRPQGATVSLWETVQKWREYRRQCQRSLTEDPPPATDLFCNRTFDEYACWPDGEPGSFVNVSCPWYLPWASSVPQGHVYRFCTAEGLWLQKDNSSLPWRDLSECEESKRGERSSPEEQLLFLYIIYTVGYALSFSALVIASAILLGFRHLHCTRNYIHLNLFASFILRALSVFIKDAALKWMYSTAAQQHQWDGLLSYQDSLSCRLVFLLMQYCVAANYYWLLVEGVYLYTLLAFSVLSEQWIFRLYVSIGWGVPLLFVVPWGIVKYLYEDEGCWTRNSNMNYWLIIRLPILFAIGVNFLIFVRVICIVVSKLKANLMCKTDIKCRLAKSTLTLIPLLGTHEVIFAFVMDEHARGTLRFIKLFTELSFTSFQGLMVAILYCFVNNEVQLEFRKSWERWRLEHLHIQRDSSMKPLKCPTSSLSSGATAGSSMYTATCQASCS
DRD3 agonist – qHTS of D3 Dopamine Receptor Agonist: qHTS; AID 652048, 2013; D3R DiscoveRx beta-arrestin cells, luminescence, 90 min; max activation, %; 0.58% of 410,000 active; in the data active means max activation above about 30%; further: 0% is about no effect; mostly tested at two doses, the higher about 12 µM
Target sequence (P35462 whole entry, looked up): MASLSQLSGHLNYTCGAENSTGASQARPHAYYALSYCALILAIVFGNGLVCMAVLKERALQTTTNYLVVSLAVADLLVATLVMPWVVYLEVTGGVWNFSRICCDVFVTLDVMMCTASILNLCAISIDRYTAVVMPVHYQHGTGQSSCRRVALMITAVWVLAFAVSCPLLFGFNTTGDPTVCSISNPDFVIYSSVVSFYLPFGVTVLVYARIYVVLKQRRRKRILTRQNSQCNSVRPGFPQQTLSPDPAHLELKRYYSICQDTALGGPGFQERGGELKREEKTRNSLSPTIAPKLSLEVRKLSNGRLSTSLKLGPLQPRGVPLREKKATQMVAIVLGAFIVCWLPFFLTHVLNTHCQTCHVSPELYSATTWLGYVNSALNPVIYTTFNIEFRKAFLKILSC
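Agonist mode: compounds and dopamine controls were applied to plated cells for 90 min at 37 degrees C after an overnight attachment at 1500 cells/well. Luminescent read-out followed 30 - 60 minutes at room temperature with DiscoveRx detection reagent.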
KB-V1 MDR tox – qHTS assay for MDR1-selective chemotherapeutics: Primary screen using the drug-selected MDR subline cells KB-V1; Potency, µM (doses to about 46.1 µM), inactives show top-dose activity change, negative = cytotoxicity, actives largely listed as cytotoxic; 3.4% of 400,000 active; KB-V1 MDR cells viability, CellTiter-Glo, 72 h; AID 1347076, 2019; further: potency means the concentration at half of the fitted maximal effect; on the % scale 0 is the no-effect control and ±100 the full control effect; nearly all actives have a fitted effect of over 60% in size
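Drug-selected KB-V1 cells, grown in DMEM lacking phenol red with 10% FBS, receive compound titrations; after three days at 37 degrees C, surviving cell ATP is quantified by CellTiter-Glo luminescence and responses normalized and curve-fitted.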
D3 antag – qHTS of D3 Dopamine Receptor Antagonist: qHTS. D(3) dopamine receptor (Homo sapiens), P35462. D3R cells, DiscoveRx beta-arrestin luminescence, antagonist mode; hits give low values. max response, negative = inhibition, %. 2.5% of 360,000 active; in the data active means max response below about -50%; inconclusive means no clear call, values can overlap the other calls; further: on the % scale 0 is the no-effect control and ±100 the full control effect; mostly tested at two doses, the higher about 12 µM
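Cells expressing the human receptor were seeded at 1500 cells/well, incubated overnight at 37 degrees C in 5% CO2, then exposed to library compounds with dopamine controls for 90 minutes at 37 degrees C before luminescent detection.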
SW480 rereplic – A quantitative high throughput screen for small molecules that induce DNA re-replication in SW480 colon adenocarcinoma cells; SW480 DNA re-replication, Hoechst DNA content imaging, 48 h; Potency, µM (titrated, usually from 46.1 µM), inactives show at the top dose re-replication activation, hits mostly activators; 1.8% of 340,000 active; further: potency means the concentration at half of the fitted maximal effect; % of control where 0% means no effect; nearly all actives have a fitted effect of over 55% in size
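Image-based read-out: total Hoechst fluorescence of nuclei (405 nm excitation, 500-530 nm emission), with hits raising the fraction of high-intensity nuclei. SW480 colon cells incubated 48 hr with compounds at 37 C.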
IL-1B inflam inh – qHTS for Inhibitors of Inflammasome Signaling: IL-1-beta AlphaLISA Primary Screen. 4.7% of 360,000 active. THP-1 LPS/ATP IL-1B secretion, AlphaLISA, 16 h; hits give low values. activity change, % at 57.5 µM; in the data active means activity change below about -50%; inconclusive means mostly about -30% to -49%; further: on the % scale 0 is the no-effect control and ±100 the full control effect
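THP-1 cells pretreated 1 hr with compounds (up to 57.5 uM final), then stimulated with LPS (250 ng/mL final) plus ATP (1.25 mM final); secreted IL-1B measured by AlphaLISA after 16 hr, decreased signal indicating inhibition.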
* marks the source's active call; other numbers are inactive results; u = inconclusive; x = no result given; [ ] = another dose, or the depositor's remark. Unless noted, the call rests on the fitted dose curve; in most records, active means well fitted curve in the direction sought with a large enough effect; inconclusive means small, poorly fitted or top-dose-only effect, or another doubt; inactive means no such curve, though single readings can be large; an effect the other way counts as inactive or inconclusive. This is a random part of the collection; 12% or so of the library scored in one or more.

1: N#C/C(=C\c1c(N2CCC(C(N)=O)CC2)nc2ccccn2c1=O)C(=O)NCc1ccco1
2: C[C@@H]1CN([C@H](C)CO)C(=O)Cc2cc(NC(=O)CCC(F)(F)F)ccc2O[C@@H]1CN(C)C(=O)NC1CCCCC1
3: CCNC(=S)N1CCN(Cc2ccccc2)CC1
4: NC(=O)CSc1nc(C23CC4CC(CC(C4)C2)C3)nc2ccccc12
5: CN(C)CCN(C(=O)c1ccc(S(=O)(=O)N2CCCC2)cc1)c1nc2ccc(Br)cc2s1
6: COC(=O)C1=C(C)N(Cc2ccccc2)C(=NCCc2cccnc2)N[C@H]1c1ccccc1
7: C=CCNC(=O)c1onc(CS(=O)(=O)c2cc(C)cc(C)c2)c1C(=O)NCC=C
8: COc1cc2c(cc1OC)/C(=C/C(=O)c1ccc(OC)c([N+](=O)[O-])c1)NCC2

entry no.	1	2	3	4	5	6	7	8
HT1080-NT tox	0%	-2%	-2%	-2%	u	u	2%	-22%
HT1080 IDH1KD tx	5%	-4%	-1%	-1%	u	-17%	0%	u
KB-3-1 cytotox	u	5%	24%	6%	-12%	-18%	0%	-12%
GLP1R ag	1%	0%	-2%	-6%	-4%	-3%	-3%	u
DRD3 agonist	3	-2	2	0	-26	-14	-21	12
KB-V1 MDR tox	-5%	-17%	4%	-4%	0%	4%	-25%	0%
D3 antag	-8	-3	9	22	u	17	0	18
SW480 rereplic	-9%	2%	-1%	3%	-5%	12%	-35%[inhibitor][9.22 µM]	2%
IL-1B inflam inh	12	7	-10	u	-55*	-58*	-3	u

7 entries from above, with bars between the fields.
# | SMILES | HT1080-NT tox | HT1080 IDH1KD tx | KB-3-1 cytotox | GLP1R ag | DRD3 agonist | KB-V1 MDR tox | D3 antag | SW480 rereplic | IL-1B inflam inh
7 | C=CCNC(=O)c1onc(CS(=O)(=O)c2cc(C)cc(C)c2)c1C(=O)NCC=C | 2% | 0% | 0% | -3% | -21 | -25% | 0 | -35%[inhibitor][9.22 µM] | -3
4 | NC(=O)CSc1nc(C23CC4CC(CC(C4)C2)C3)nc2ccccc12 | -2% | -1% | 6% | -6% | 0 | -4% | 22 | 3% | u
8 | COc1cc2c(cc1OC)/C(=C/C(=O)c1ccc(OC)c([N+](=O)[O-])c1)NCC2 | -22% | u | -12% | u | 12 | 0% | 18 | 2% | u
5 | CN(C)CCN(C(=O)c1ccc(S(=O)(=O)N2CCCC2)cc1)c1nc2ccc(Br)cc2s1 | u | u | -12% | -4% | -26 | 0% | u | -5% | -55*
1 | N#C/C(=C\c1c(N2CCC(C(N)=O)CC2)nc2ccccn2c1=O)C(=O)NCc1ccco1 | 0% | 5% | u | 1% | 3 | -5% | -8 | -9% | 12
2 | C[C@@H]1CN([C@H](C)CO)C(=O)Cc2cc(NC(=O)CCC(F)(F)F)ccc2O[C@@H]1CN(C)C(=O)NC1CCCCC1 | -2% | -4% | 5% | 0% | -2 | -17% | -3 | 2% | 7
6 | COC(=O)C1=C(C)N(Cc2ccccc2)C(=NCCc2cccnc2)N[C@H]1c1ccccc1 | u | -17% | -18% | -3% | -14 | 4% | 17 | 12% | -58*

Following part
9: C=CCSc1nc2c(c(=O)[nH]c(=O)n2C)n1C(C)C
10: O=C(Nc1cccc(OC(F)(F)F)c1)C1Cc2c(-c3ccccc3Oc3ccccc3)ccnc2O1 (stereo not drawn)
11: O=C(Nc1ccc2c(c1)CCC2)c1ccccc1Br
12: Cc1cccc(C)c1NC(=O)C1c2cccc[n+]2CC(=O)N1Cc1ccc2c(c1)OCO2 (stereo not drawn)
13: CN(C)c1ccc(C(=O)C(O)c2ccccc2)cc1 (stereo not drawn)
14: CC(=O)Nc1ccc(NS(=O)(=O)c2ccc(CN3C(=O)c4cccnc4C3=O)cc2)cc1
15: COC(=O)c1cc(/C=C/c2ccccc2)on1
16: CN(c1ccc(OCC(=O)NCCc2ccccc2)cc1)S(=O)(=O)c1ccc(Cl)cc1

entry no.	9	10	11	12	13	14	15	16
HT1080-NT tox	-8%	u	-15%	1%	5%	2%	-5%	-11%
HT1080 IDH1KD tx	-2%	u	-12%	-3%	3%	5%	-16%	0%
KB-3-1 cytotox	0%	0%	-2%	13%	14%	-13%	20%	-1%
GLP1R ag	1%	4%	8%	0%	-3%	-1%	1%	5%
DRD3 agonist	1	14	-2	-10	-7	-7	7	-25
KB-V1 MDR tox	7%	-3%	-4%	0%	3%	0%	6%	-15%
D3 antag	-18	6	11	7	9	-2	-1	6
SW480 rereplic	-2%	x	0%	-14%	-1%	-8%	4%	2%
IL-1B inflam inh	21	-11	-12	-2	-7	37	8	-6

Complete entries, quoted from the list. Values in the order: HT1080-NT tox, HT1080 IDH1KD tx, KB-3-1 cytotox, GLP1R ag, DRD3 agonist, KB-V1 MDR tox, D3 antag, SW480 rereplic, IL-1B inflam inh
`CN(C)c1ccc(C(=O)C(O)c2ccccc2)cc1` (stereo not drawn) in the list: 5%, 3%, 14%, -3%, -7, 3%, 9, -1%, -7
`CN(c1ccc(OCC(=O)NCCc2ccccc2)cc1)S(=O)(=O)c1ccc(Cl)cc1` in the list: -11%, 0%, -1%, 5%, -25, -15%, 6, 2%, -6

Remaining list, next part
17: O=C(N[C@H]1C=C[C@H](CC(=O)N2CCCCC2)O[C@@H]1CO)c1cccc(F)c1
18: C=CCN(CC=C)C(=O)c1cccc(OC2CCN(CC(C)(C)C)CC2)c1
19: O=C(Nc1ccc(N2C(=O)C3C4C=CC(C4)C3C2=O)cc1)Nc1nncs1 (stereo not drawn)
20: Cc1ccc(-n2nc3ccc(N)cc3n2)c(C)c1
21: Nc1c(N=Nc2ccccc2F)c(=O)[nH]n1-c1ccccc1
22: COC(=O)c1ccc(COc2cccc3c2CCN(Cc2cccc(C)c2)C3=O)o1

entry no.	17	18	19	20	21	22
HT1080-NT tox	24%	-9%	-2%	-1%	-14%	-19%
HT1080 IDH1KD tx	20%	3%	-1%	1%	-4%	-24%
KB-3-1 cytotox	-2%	-4%	13%	4%	0%	u
GLP1R ag	x	-4%	-3%	11%	-18%	0%
DRD3 agonist	1	-3	-2	-3	-11	4
KB-V1 MDR tox	-5%	1%	u	8%	-12%	16µM*
D3 antag	-6	8	-20	-2	0	21
SW480 rereplic	x	7%	1%	1%	-2%[9.22 µM]	u
IL-1B inflam inh	35	23	41	-9	-12	0
